Bioassay records: PubChem BioAssay, The Scripps Research Institute Molecular Screening Center
MITF primary: MITF inhibitors, primary screen, biochemical, AlphaScreen, human. 650,000 compounds, 0.91% hits. inhibition, % at 2.6 µM. AlphaScreen MITF homodimerization, bead proximity signal; in the data active means inhibition above about 50%;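 further: 0% = vehicle wells with protein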
Target sequence (O75030 whole entry, looked up): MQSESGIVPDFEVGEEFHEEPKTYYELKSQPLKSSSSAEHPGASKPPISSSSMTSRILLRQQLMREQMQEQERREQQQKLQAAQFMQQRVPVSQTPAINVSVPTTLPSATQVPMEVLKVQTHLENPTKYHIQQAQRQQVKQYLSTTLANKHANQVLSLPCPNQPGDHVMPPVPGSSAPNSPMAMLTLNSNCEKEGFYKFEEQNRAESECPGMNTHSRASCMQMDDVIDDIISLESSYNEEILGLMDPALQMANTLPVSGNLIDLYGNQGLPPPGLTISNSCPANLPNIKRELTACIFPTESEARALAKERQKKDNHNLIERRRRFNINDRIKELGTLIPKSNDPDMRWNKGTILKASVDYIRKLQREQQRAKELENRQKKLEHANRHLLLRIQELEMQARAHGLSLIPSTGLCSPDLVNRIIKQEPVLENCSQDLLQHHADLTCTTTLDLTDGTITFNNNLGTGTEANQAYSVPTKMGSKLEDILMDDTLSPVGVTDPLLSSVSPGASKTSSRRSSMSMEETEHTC
TEAD-YAP block: TEAD-YAP interaction inhibition, primary screen, TEAD-YAP interaction inhibitor project, luminescence, HEK-TIYL cells; inhibition, % at 9.12 µM; TEAD-Gal4/YAP UAS-luciferase luminescence; 640,000 compounds, 1.4% hits; in the data active means inhibition above about 32%;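 further: 0% = median of test compound wells and 100% = reference inhibitor wells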
GPR151 ag: activators of human GPR151, primary screen, cell-based, PathHunter beta-arrestin, luminescence; G-protein coupled receptor 151 (Homo sapiens), Q8TDV0; PathHunter beta-arrestin GPR151 cells; activation, % at 11.2 µM; 650,000 compounds, 1% hits; in the data active means activation above about 4.9%;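 further: 0% = median of compound wells and 100% = cells with positive control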
Target sequence (Q8TDV0 whole entry, looked up): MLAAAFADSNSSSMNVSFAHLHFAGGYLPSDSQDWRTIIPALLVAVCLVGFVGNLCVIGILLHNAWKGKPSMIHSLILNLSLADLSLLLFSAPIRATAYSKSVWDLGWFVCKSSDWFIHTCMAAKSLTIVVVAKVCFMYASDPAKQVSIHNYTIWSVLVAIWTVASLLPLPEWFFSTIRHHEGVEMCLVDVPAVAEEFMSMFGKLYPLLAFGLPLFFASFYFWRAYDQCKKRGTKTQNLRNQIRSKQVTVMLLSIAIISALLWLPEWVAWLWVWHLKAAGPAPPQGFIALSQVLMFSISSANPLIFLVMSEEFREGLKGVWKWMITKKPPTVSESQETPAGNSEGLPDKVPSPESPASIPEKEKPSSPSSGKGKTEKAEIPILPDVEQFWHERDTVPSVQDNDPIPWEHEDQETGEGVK
FBW7 act: FBW7 E3 ligase activators, primary screen, biochemical, AlphaScreen, human; F-box/WD repeat-containing protein 7 (Homo sapiens), Q969H0; AlphaScreen FBW7–phospho-cyclin E peptide binding, activator screen; normalized activity (activation), % at 26.1 µM; 650,000 compounds, 0.13% hits; AID 1259310, 2017; in the data active means normalized activity above about 1.9%;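 further: purified mutant Fbw7 with reduced substrate affinity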
* hit, by the source's call; . = not tested or not shown.

SMILES	MITF primary	TEAD-YAP block	GPR151 ag	FBW7 act
COc1ccc(N2CCN(C(=O)CSc3nc4[nH]ncc4c(=O)n3-c3cccc4ccccc34)CC2)cc1	9	-6	0.5	-0.1
Cn1c(=O)cc(N)n(Cc2ccccc2)c1=O	1	-5	1.9	0.0
OCCNC(=S)Nc1cccc(F)c1	-4	3	2.0	-0.1
Cc1ccc(C(=O)NCC(C)C)c(Cl)c1	-1	-13	2.3	0.0
CCCCC(=O)Nc1cccc(NC(=O)c2cccc([N+](=O)[O-])c2C)c1	-2	0	-0.3	0.3
CN1CCC(N(C)Cc2cccc(F)c2)CC1	59*	-4	-0.2	0.3
O=C1C2C3c4ccccc4C(C(=O)O)(c4ccccc43)C2C(=O)N1c1cccc([N+](=O)[O-])c1 (stereo not given)	13	-5	-1.3	0.6
O=C(Nc1ccc(N2CCOCC2)cc1)c1csc(NCc2cccnc2)n1	19	-7	2.3	-0.1
Cc1cccc(OCC(=O)N/N=C/c2ccc(O)cc2)c1C	-3	11	1.4	0.0
CCC(C)N1C(=O)C2C(C(=O)Nc3cccc(SC)c3)C3C=CC2(O3)C1C(=O)NC1CCCC(C)C1C (stereo not given)	5	1	-0.1	0.0
COc1cc(/C=N/NC(=O)COc2ccccc2[N+](=O)[O-])cc(OC)c1O	-4	-21	-0.4	-0.1
COc1ccc(C)cc1NC(=O)CSc1nc(C)nc2c1oc1ccccc12	1	3	1.8	0.3
CC1(c2ccccc2)COC2(OC1)C(=O)Nc1ccccc12 (stereo not given)	5	1	-1.0	0.2
CCOc1ccccc1NC(=O)CSc1nc(C)c(CC)c(=O)[nH]1	5	-2	-0.1	0.1
COc1ccccc1-c1cc(C(=O)Nc2cc(Cl)ccc2O)no1	11	-4	0.1	0.1
Cc1ccc(C(C)CCN2CCC(n3nccc3NC(=O)Nc3ccccc3C)CC2)o1 (stereo not given)	3	-1	0.1	0.0
CCn1cc(CCCC(=O)O)c2ccccc21	7	-7	-0.1	0.3
CCOC(=O)CNC(=O)Cc1ccc(C)cc1	-2	2	-1.7	0.2
CC1=C(C(=O)OCC(C)C)C(c2ccccc2Br)C2=C(CCCC2=O)N1 (stereo not given)	14	-3	-0.4	1.2
Cc1cc(NC(=O)CSc2nnc(C3COc4ccccc4O3)n2-c2ccccc2)no1 (stereo not given)	-5	-12	1.1	0.1
Cc1ccc(C(=O)COC(=O)c2ccccc2N2C(=O)C3C4CCC(C4)C3C2=O)cc1[N+](=O)[O-] (stereo not given)	-6	0	-0.8	0.0
O=[N+]([O-])c1cc(Cl)ccc1NCn1nnc2ccccc21	-6	-8	1.3	-0.1
CCOc1ccc(CNC(=O)C2CCN(C(=O)N3CCOc4ccc(C)cc43)CC2)cc1	-9	12	-1.5	-0.2
CC(C)c1ccccc1NC(=O)c1cccc([N+](=O)[O-])c1	-10	-4	-1.6	0.0
COC(=O)C1=C(C(=O)OC)[C@@H]2N(Cc3ccccc3)c3ccccc3[C@@]23CCC(=O)N(Cc2cccc(C(F)(F)F)c2)C3=N1	-6	.	2.1	-0.2

A second format for some results above.
| canonical_smiles | MITF primary | TEAD-YAP block | GPR151 ag | FBW7 act |
| --- | --- | --- | --- | --- |
| CN1CCC(N(C)Cc2cccc(F)c2)CC1 | 59* | -4 | -0.2 | 0.3 |
| O=C1C2C3c4ccccc4C(C(=O)O)(c4ccccc43)C2C(=O)N1c1cccc([N+](=O)[O-])c1 (stereo not given) | 13 | -5 | -1.3 | 0.6 |
| O=C(Nc1ccc(N2CCOCC2)cc1)c1csc(NCc2cccnc2)n1 | 19 | -7 | 2.3 | -0.1 |
| Cc1cccc(OCC(=O)N/N=C/c2ccc(O)cc2)c1C | -3 | 11 | 1.4 | 0.0 |
| CCC(C)N1C(=O)C2C(C(=O)Nc3cccc(SC)c3)C3C=CC2(O3)C1C(=O)NC1CCCC(C)C1C (stereo not given) | 5 | 1 | -0.1 | 0.0 |
| COc1cc(/C=N/NC(=O)COc2ccccc2[N+](=O)[O-])cc(OC)c1O | -4 | -21 | -0.4 | -0.1 |
| COc1ccc(C)cc1NC(=O)CSc1nc(C)nc2c1oc1ccccc12 | 1 | 3 | 1.8 | 0.3 |
| CC1(c2ccccc2)COC2(OC1)C(=O)Nc1ccccc12 (stereo not given) | 5 | 1 | -1.0 | 0.2 |
| CCOc1ccccc1NC(=O)CSc1nc(C)c(CC)c(=O)[nH]1 | 5 | -2 | -0.1 | 0.1 |
| COc1ccccc1-c1cc(C(=O)Nc2cc(Cl)ccc2O)no1 | 11 | -4 | 0.1 | 0.1 |
| Cc1ccc(C(C)CCN2CCC(n3nccc3NC(=O)Nc3ccccc3C)CC2)o1 (stereo not given) | 3 | -1 | 0.1 | 0.0 |
| CCn1cc(CCCC(=O)O)c2ccccc21 | 7 | -7 | -0.1 | 0.3 |
| CCOC(=O)CNC(=O)Cc1ccc(C)cc1 | -2 | 2 | -1.7 | 0.2 |

Next part:
SMILES	MITF primary	TEAD-YAP block	GPR151 ag	FBW7 act
COc1cccc(NC(=O)C2CC(C)=C(C)CC2C(=O)O)c1 (stereo not given)	20	8	-2.1	0.6
O=C1C(NS(=O)(=O)c2ccccc2)=C(N2CCOCC2)C(=O)c2ccccc21	2	-3	-0.2	-0.5
CCOc1cnc(C(=O)NNC(=O)c2ccccc2Cl)o1	-8	-1	-0.2	-0.1
Cn1c(SCc2nc(-c3cccs3)no2)nnc1C1CCCCC1	7	-5	-0.4	-0.1
CC(C)n1c(Nc2cccc(N(C)C)c2)nc2c(NCCO)ncnc21	6	-14	1.1	0.6
Oc1ccccc1NC(c1cccnc1)c1ccc2cccnc2c1O (stereo not given)	98*	7	-1.4	-0.3
COc1ccc(C2C(C(=O)NCCN3CCOCC3)c3ccccc3C(=O)N2c2ccc(OC)cc2)cc1 (stereo not given)	2	-6	2.1	0.0
CCN(CC)S(=O)(=O)c1cccc(C(=O)Nc2nnc(COc3ccc(Cl)cc3)s2)c1	13	0	-1.5	0.2
OC1(c2ccc(Br)cc2)CCN(Cc2ccc(F)cc2F)CC1	-12	-6	-0.7	-0.2
CN1CCN(C(=O)c2ccc(-c3nc(Nc4ccc(Oc5ccccc5)cc4)c4ncn(CCN5CCCC5=O)c4n3)cc2)CC1	1	-9	-0.4	0.0
CCN(CC)S(=O)(=O)c1cc(C(=O)OCC(=O)c2cccc(Cl)c2)ccc1F	13	2	-0.9	0.1
N#Cc1ccccc1S(=O)(=O)N1CCN(C(=O)Cc2coc3cc4c(cc23)CCC4)CC1	-8	3	0.3	-0.1
O=C(O)CC1S/C(=N/N=C/c2ccc(O)cc2)NC1=O (stereo not given)	3	-3	0.5	0.1
Cc1ncc(CO)c2cc(C(=O)Nc3cccc(Cl)c3)c(=O)oc12	3	22	0.5	0.0
Cc1ccccc1C(C1=C(O)CC(C)(C)CC1=O)C1C(=O)CC(C)(C)CC1=O (stereo not given)	25	-1	-0.6	0.4
CCN(CC)S(=O)(=O)c1ccc(NCCc2ccccn2)nc1	12	-6	-1.2	0.1
Cc1ccc(NC(=O)c2nccnc2C(=O)O)cc1Cl	3	2	-0.1	-0.1
Cc1cc(O)c(C2=NCCSC(c3cccc(O)c3)C2)c(=O)o1 (stereo not given)	4	8	-0.6	0.0
O=C(NCc1cccc(Cl)c1)c1c(C(F)(F)F)nc2ccccn12	-2	-4	2.4	0.1
CCSc1nc2sc3c(c2c(=O)n1C)CC(C)(C)SC3	2	17	-0.5	-0.1
CCN(CC)C(=O)c1cnn(-c2ccccc2)c1NC(=O)c1ccco1	-6	0	-1.4	0.0
O=C(NCc1noc2ccccc12)Nc1nc2ccccc2s1	0	-24	2.8	-0.1
CC(NC1=C(NC(=O)c2cccs2)C(=O)c2ccccc2C1=O)c1ccccc1 (stereo not given)	18	10	3.9	-0.3
CCCC1CCC(C(=O)Nn2c(-c3cc(OC)c(OC)c(OC)c3)nc3ccccc3c2=O)CC1 (stereo not given)	-4	-14	0.3	0.1
COc1ccc(C(=O)NCC(=O)N/N=C(\C)c2ccc3c(c2)OCCO3)cc1OC	9	2	1.8	-0.1
Following part
SMILES	MITF primary	TEAD-YAP block	GPR151 ag	FBW7 act
O=C(O)C1CC(=O)N(c2ccc(O)cc2)C1 (stereo not given)	6	14	0.5	0.0
CCc1ccc(CN2CCc3nnc(C(C)NC(=O)C4CCN(C)CC4)n3CC2)o1 (stereo not given)	-15	0	-0.9	0.1
O=C(Nc1nccs1)c1cc(Cl)cc(Cl)c1	-3	10	0.1	0.8
Cc1sc2nc(C(C)C)n(C3CCN(C(=O)C4CCCO4)CC3)c(=O)c2c1C (stereo not given)	4	-10	0.5	0.0
Cc1c(C#N)c(N)c(C(=O)c2ccccc2)n1Cc1ccccc1	4	-7	-0.5	0.1
O=C(Cn1cncn1)N/N=C/c1ccc([N+](=O)[O-])cc1	-11	-2	0.5	0.0
COC(=O)c1ccc(C2N=C(c3cccc(Br)c3)CC(c3cc(Cl)ccc3O)N2)cc1 (stereo not given)	0	5	0.6	-0.1
COc1cccc(NC(=O)c2cc([N+](=O)[O-])ccc2NC(=O)CNCC2CCCO2)c1 (stereo not given)	5	-2	0.8	-0.1
O=C(CCn1c(=S)[nH]c2ccsc2c1=O)NCc1cccnc1	2	-2	0.0	0.0
CCOC(=O)C1=C(C)N=c2s/c(=C\c3ccc(OC)cc3OC)c(=O)n2C1c1ccccc1Cl (stereo not given)	21	9	-1.2	0.5
Cc1ccc(NC(=O)c2cc3n(n2)C(C(F)(F)F)CC(c2ccc4c(c2)OCO4)N3)c(C)c1 (stereo not given)	4	-2	-0.3	-0.1
CC(C)(C)c1ccc(Cn2c3ccc(F)cc3c3nc4cc(F)ccc4nc32)cc1	-11	8	-1.1	0.0
COc1cc(/C=C(\C#N)c2nc3ccc(C)cc3[nH]2)ccc1OC(C)C	2	-16	-0.8	-0.1
Cc1cc(I)ccc1NC(=O)Cn1nc(C)c([N+](=O)[O-])c1C	13	2	2.0	0.0
CCN(CC)c1ccc(/C=N/NC(=O)c2nnn(-c3nonc3N)c2CN(C)C)cc1	7	-14	1.3	0.2
CN1C(=O)C(O)(CC(=O)c2cccs2)c2cc([N+](=O)[O-])ccc21 (stereo not given)	8	6	-0.4	0.2
CCOC(=O)c1ccc(NC(=O)/C=C/c2ccccc2)cc1	-5	-20	-0.7	0.0
Cc1ccc(Nc2nc3ccccc3nc2NS(=O)(=O)c2ccc(C)cc2)cc1	-2	13	0.7	0.0
CCOc1cccc(C(=O)NCc2ccncc2)c1	-2	6	1.9	0.1
CN(C)C(=O)c1nc2ccc(Cl)cn2c1CNCCCn1ccc2ccccc21	9	-6	1.4	0.0
Nc1nc(Nc2ccc(-n3ccnc3)cc2)nc2nc[nH]c12	-12	-1	4.4	0.1
O=S(=O)(c1ccccc1)N(C1CC1)C1CCN(Cc2ccccc2)CC1	14	8	0.4	-0.2
COc1cccc(CC(=O)Nc2cnc3cnc(-c4cccc(C(=O)NCCO)c4)cn23)c1	2	13	-0.3	-0.2
Nc1ccc(N2C(=O)c3ccccc3C2=O)cc1	6	-1	0.2	0.1
COc1ccc(C2NC(=S)NC(C)=C2C(=O)c2ccccc2)cc1 (stereo not given)	17	57*	-2.3	0.5
(list continues)
SMILES	MITF primary	TEAD-YAP block	GPR151 ag	FBW7 act
OCc1cccc(-c2cnn3ccc(NCc4cccnc4)nc23)c1	3	5	0.9	0.2
O=C(c1ccccc1)N1CCN(c2nc3nc[nH]c(=O)c3[nH]2)CC1	4	-2	1.1	-0.1
Cn1c(C(=O)N2CCC(C(N)=O)CC2)cc2sccc21	8	7	-0.7	0.3
Cn1c(=O)[nH]c(=O)c2c1nc1n2CC(c2ccccc2)=N1	1	-5	-0.4	0.0
CCc1ccc(-n2nc3cc(C)c(NC(C)=O)cc3n2)cc1	-13	-6	0.8	-0.3
CC1CN(c2ncnc3c2cnn3C)CC(C)O1 (stereo not given)	15	-4	2.0	0.3
CCC(=O)N=c1sc2cc(OC)c(OC)cc2n1C	5	-12	0.2	0.0
CC1(C(=O)Nc2ccccc2Cl)CC2c3ccccc3C1c1ccccc12 (stereo not given)	8	4	-0.4	0.0
Cc1nc2c(ccc3nc(NC(=O)c4ccco4)sc32)s1	19	50*	-2.5	0.2
Cc1ccc(F)cc1Nc1ncnc(N)c1[N+](=O)[O-]	17	-1	-1.3	2.1*
Cc1cc(C)c(C)c(COc2cc3oc(=O)c4c(c3cc2Cl)CCC4)c1C	11	3	-0.6	0.1
CC(=O)Nc1ccc(S(=O)(=O)N2CCC(NC(C)=O)(c3cccc(F)c3)CC2)cc1	1	-2	-0.3	-0.2
CC(Oc1ccc(Cl)cc1)C(=O)Nc1ncccn1 (stereo not given)	-7	-1	-1.3	-0.1
NC(=O)C1(N2CCCCC2)CCN(S(=O)(=O)c2ccc(Cl)s2)CC1	-9	-13	-0.6	0.0
CC1=NN(c2ccccc2)C(=O)C1Cl (stereo not given)	5	17	0.6	0.0
CCCCCNC(=O)CCNC(=O)c1ccc(Br)o1	16	0	0.2	0.0
CN(/C=C/[N+](=O)[O-])c1ccccc1	-1	15	0.6	-0.1
COc1cc(Cl)c(C)cc1NC(=O)Cn1c(NCCO)nc2ccccc21	1	-2	-0.5	-0.1
CC1(C)C(N(O)C(=O)Nc2ccc(Cl)cc2)N(c2ccc(Cl)cc2)C(=O)N1CCC1=CCCCC1 (stereo not given)	8	13	2.3	0.2
Cc1cc(C(=O)CSc2nnc3ccccn23)c(C)n1-c1ccc(Br)cc1	1	-68	-0.6	-0.2
COc1ccc(NC(=O)c2ccc3c(=O)n(-c4ccc(OC)cc4OC)c(=S)[nH]c3c2)c(OC)c1	5	12	-0.2	-0.1
CNC(=S)N/N=C/c1ccc(OC(=O)c2cccs2)c(OC)c1	13	-4	-0.7	0.0
